# Screening data (PubChem)
# ARFGAP1 inhibitor – inhibitors of rat ARFGAP1 GAP activity, primary screen, biochemical, fluorescence polarization, GDP tracer | ADP-ribosylation factor GTPase-activating protein 1 (Rattus norvegicus), Q62848 | actives 0.26% (n = 360,000) | inhibition, % at 16.5 µM | Arfgap1-stimulated ARF1 GTP hydrolysis, GDP FP detection;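 active = inhibition above a per-plate limit, mean inhibition of low control wells plus 3 SD, cut at about 25% in these data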;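 note: 0% = DMSO wells with enzyme and 100% = wells lacking Arfgap1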
# Target sequence (Q62848 1-136 limits assumed): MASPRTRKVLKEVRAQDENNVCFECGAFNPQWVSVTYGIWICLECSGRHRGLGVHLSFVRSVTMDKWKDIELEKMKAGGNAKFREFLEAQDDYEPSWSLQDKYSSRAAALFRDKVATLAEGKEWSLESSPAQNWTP
#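 material = rat Arfgap1 catalytic domain, aa 1-136 | also added = human ARF1(Δ1-17)-GTP substrate | compound dosing = one concentration, 16.5 µM, DMSO 1.26% | times = GTP hydrolysis reaction 2 h at 25 °C | measured by = FP, GDP Alexa 633 tracer displaced from anti-GDP antibody, 620/688 nm | evaluation = percent inhibition of Arfgap1-stimulated GTP hydrolysis | replication = single well per compound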
# ASAP1 GAP inh – inhibitors of human ASAP1 ArfGAP activity, primary screen, biochemical, fluorescence polarization | Arf-GAP with SH3 domain, ANK repeat and PH domain-containing protein 1 (Homo sapiens), … | ASAP1-stimulated ARF1 GTP hydrolysis, GDP FP detection | inhibition, % at 16.5 µM | actives 0.19% (n = 360,000) | AID 624377, 2012; in the data active = inhibition above about 25%;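 note: 0% = vehicle with enzyme and substrate and 100% = no enzyme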
# Target sequence (Q9ULH1 325-724 limits assumed): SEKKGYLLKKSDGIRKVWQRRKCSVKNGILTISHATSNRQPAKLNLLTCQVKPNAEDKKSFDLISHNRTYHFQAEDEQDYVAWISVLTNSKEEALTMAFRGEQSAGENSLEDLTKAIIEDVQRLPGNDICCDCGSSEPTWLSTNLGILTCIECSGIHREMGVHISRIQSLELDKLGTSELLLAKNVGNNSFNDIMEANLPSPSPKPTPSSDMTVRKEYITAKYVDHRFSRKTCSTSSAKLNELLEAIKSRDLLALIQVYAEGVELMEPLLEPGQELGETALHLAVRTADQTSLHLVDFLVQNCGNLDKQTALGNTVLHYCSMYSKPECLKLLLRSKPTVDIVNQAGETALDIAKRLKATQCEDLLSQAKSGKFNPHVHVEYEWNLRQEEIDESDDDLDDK
# Rev-erbA mod – modulators of Rev-erb alpha DNA binding, primary screen, biochemical, FITC-DNA, fluorescence polarization, uHTS. Rev-erbα–FITC-DNA binding, 90 min. Nuclear receptor subfamily 1 group D member 1 (Homo sapiens), P20393. activity, % at 10 µM. AID 1259318, 2017. actives 0.79% (n = 370,000);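 active = activity above about 14%, limit read from the data; passing the limit was not always enough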;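 note: 0% = DMSO wells with 35 nM protein and 100% = DMSO wells with 750 nM protein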
# UHRF1 MBD2 ctr – UHRF1 methylated DNA binding inhibitors, primary screen, counter-screen for MBD2 inhibitor project, biochemical, TR-FRET, human UHRF1, single concentration | UHRF1 binding to methylated oligo | inhibition, % at 4.4 µM | actives 0.75% (n = 370,000) | E3 ubiquitin-protein ligase UHRF1 (Homo sapiens), Q96T88; in the data active = inhibition above about 21%;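 note: UHRF1 SRA domain binding a hemimethylated CpG hairpin DNA probe; 0% = median of test compound wells and 100% = reference inhibitor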
# PLCb3 inh – human PLC-beta3 inhibitors, primary screen, biochemical, fluorescence; AID 720704, 2013; Purified PLC-beta3, fluorogenic substrate; 1-phosphatidylinositol 4,5-bisphosphate phosphodiesterase beta-3 (Homo sapiens), Q01970; actives 0.18% (n = 370,000); inhibition, % at 12.2 µM; in the data active = inhibition above about 11%;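 note: 0% = median of compound wells on plate and 100% = full blocker control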
# DDE Tn6 FP inh – inhibitors of Tn6 peptide binding to fibrin DD(E), primary screen, biochemical, fluorescence polarization, human fibrin, Tn6 probe; Fibrinogen beta chain (Homo sapiens), P02675; Fibrin DD(E) TRITC-Tn6 fluorescence polarization displacement; inhibition, % at 8.3 µM; actives 0.21% (n = 370,000); AID 720509, 2013;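 active = inhibition above a per-campaign cutoff: mean of compounds within control limits plus 3 SD, cut at about 15% in these data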;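 note: 0% = median of all compound wells on the plate and 100% = blocking peptide control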
# PLC-gamma1 inh – PLC-gamma1 enzyme inhibitors, primary screen, biochemical, fluorescence, purified enzyme; fluorogenic substrate; actives 0.84% (n = 370,000); inhibition, % at 12.2 µM; AID 720700, 2013; 1-phosphatidylinositol 4,5-bisphosphate phosphodiesterase gamma-1 (Homo sapiens), P19174; in the data active = inhibition above about 9.5%
# KLK7 zymogen act – proKLK7 zymogen activators, primary screen, biochemical, fluorescence intensity. Kallikrein-7 (Homo sapiens), P49862. purified proKLK7, EDANS-DABCYL substrate fluorescence; 100% is mature enzyme control, 0% vehicle. activation, % at 7 µM. actives 0.9% (n = 370,000);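 active = activation above the mean of all tested compounds plus 3 SD, computed per campaign excluding outliers beyond control limits, cut at about 13% in these data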
# DDE Tn7 FP inh – inhibitors of Tn7 peptide binding to fibrin DD(E), primary screen, biochemical, fluorescence polarization, human fibrin, Tn7 probe; FP displacement of FITC-Tn7 peptide from fibrin DD(E); 0% = median of compound wells per plate; inhibition, % at 8.3 µM; actives 0.13% (n = 370,000); AID 720508, 2013;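 active = inhibition above the mean of compounds falling within the control limits plus 3 SD of them, cut at about 14% in these data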;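 note: 0% = plate median of compound wells and 100% = 10 µM Aha-Tn7 peptide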
#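 assay system = human clot-derived fibrin DD(E) complex | quantity = Fibrin-DD(E) at 2 µM final | timing = 10 min preincubation, 3 h with tracer, room temperature | signal = fluorescence polarization | measure = percent inhibition | benchmarks = high control wells with 10 µM unlabelled Aha-Tn7 peptide (full inhibition) | replicates = singlicate testing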
# HGIII-sPLA2 inh – human group III sPLA2 inhibitors, primary screen, biochemical, QFRET, BODIPY PC-A2 liposome substrate; Group 3 secretory phospholipase A2 (Homo sapiens), Q9NZ20; QFRET BODIPY PC-A2 liposome hydrolysis, fluorescence; inhibition, % at 12.2 µM; actives 0.56% (n = 370,000); AID 743126, 2013;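 active = inhibition above mean plus 3 SD of compounds lying within the high and low control bounds, cut at about 19% in these data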;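 note: 0% = median of test compound wells and 100% = no enzyme DMSO wells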
# Target sequence (Q9NZ20 whole entry, looked up): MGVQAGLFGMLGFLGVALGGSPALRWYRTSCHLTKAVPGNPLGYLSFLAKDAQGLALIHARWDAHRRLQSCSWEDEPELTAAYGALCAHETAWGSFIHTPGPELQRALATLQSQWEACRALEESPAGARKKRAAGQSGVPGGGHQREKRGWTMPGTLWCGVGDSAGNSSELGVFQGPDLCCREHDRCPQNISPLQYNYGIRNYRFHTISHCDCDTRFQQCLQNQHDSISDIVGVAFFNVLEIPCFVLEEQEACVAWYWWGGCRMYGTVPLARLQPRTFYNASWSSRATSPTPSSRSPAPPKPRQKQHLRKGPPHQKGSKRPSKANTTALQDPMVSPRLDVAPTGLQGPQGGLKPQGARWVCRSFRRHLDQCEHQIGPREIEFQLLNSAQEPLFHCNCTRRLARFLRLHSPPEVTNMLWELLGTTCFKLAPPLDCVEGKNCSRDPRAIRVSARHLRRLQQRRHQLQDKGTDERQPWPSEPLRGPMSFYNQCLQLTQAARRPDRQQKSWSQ
# * hit, by the source's call. Compounds were not picked by outcome. Share with any hit: about 4.5%.
# Start of the data: the first two entries, to show the layout:
SMILES,ARFGAP1 inhibitor,ASAP1 GAP inh,Rev-erbA mod,UHRF1 MBD2 ctr,PLCb3 inh,DDE Tn6 FP inh,PLC-gamma1 inh,KLK7 zymogen act,DDE Tn7 FP inh,HGIII-sPLA2 inh
COc1ccc(CC(=O)N[C@@H](CCSC)C(=O)N2CCC3(CC2)NCCc2[nH]cnc23)cc1,6.8,-2.6,8.9,0.7,-2.0,-6.1,-0.5,-0.7,-5.6,2.2
O=C(/C=C/c1cccs1)NCc1cccnc1,-2.1,-14.6,-7.0,-3.6,3.4,-7.7,-0.1,0.2,6.1,1.1

# Results, from the first entry:
SMILES,ARFGAP1 inhibitor,ASAP1 GAP inh,Rev-erbA mod,UHRF1 MBD2 ctr,PLCb3 inh,DDE Tn6 FP inh,PLC-gamma1 inh,KLK7 zymogen act,DDE Tn7 FP inh,HGIII-sPLA2 inh
COc1ccc(CC(=O)N[C@@H](CCSC)C(=O)N2CCC3(CC2)NCCc2[nH]cnc23)cc1,6.8,-2.6,8.9,0.7,-2.0,-6.1,-0.5,-0.7,-5.6,2.2
O=C(/C=C/c1cccs1)NCc1cccnc1,-2.1,-14.6,-7.0,-3.6,3.4,-7.7,-0.1,0.2,6.1,1.1
COc1ccc(OC)c(NC(=O)Cn2cc(C=O)c3ccccc32)c1,2.1,-6.0,-4.0,1.6,-8.5,-1.3,0.5,-0.1,2.5,2.8
CC(C)(C)NC(=O)CN(CCN1CCOCC1)C(=O)CNS(=O)(=O)c1ccccc1,-12.4,-9.5,2.7,-3.4,-4.3,7.0,-2.2,-0.7,4.2,3.1
COCCSc1ccccc1C(=O)NCc1ccc(S(N)(=O)=O)cc1,3.6,14.1,4.8,4.4,4.5,3.5,5.8,-0.2,2.3,5.4
C/C(CC(C)C)=N\Nc1ccc(S(N)(=O)=O)cc1[N+](=O)[O-],5.6,-8.2,2.1,-7.8,3.4,-1.3,-0.5,0.2,-2.2,-1.5
CCCSc1nc2c(c(=O)n1CC)SC(C)C2 (centres undefined),2.2,-12.2,0.6,-0.3,2.1,-0.2,0.7,0.1,-2.6,-0.1
O=C(CSc1nc2ccccc2o1)NCC(=O)c1ccccc1,6.8,0.8,-1.8,-0.1,-3.1,1.0,-3.2,0.4,3.2,-0.4
COC(=O)C1=CN(c2c(C)cc(C)cc2C)C(N)=C(C#N)C1c1ccccc1 (centres undefined),15.1,9.8,-6.8,5.0,-50.6,-2.1,-30.8,-0.8,-1.7,6.0
COCCCC1CCN(C(=O)C2CCC(=O)N(CCc3ccccc3)C2)CC1 (centres undefined),-11.3,-4.5,-2.4,-0.3,-10.4,-1.8,-0.6,1.0,2.1,7.0
Cc1cccc(N2C(=O)CN=C2Nc2nc(C)cc(C)n2)c1,-9.3,-2.2,7.8,0.1,2.9,9.8,1.5,-0.6,-0.3,2.0
CCCCOc1ccc(/C(O)=C2/C(=O)C(=O)N(CCCOC)C2c2ccncc2)cc1 (centres undefined),-1.0,1.9,1.5,0.6,1.5,3.4,0.7,-0.6,6.5,-1.5
COc1cc(CNCCc2ccc(S(N)(=O)=O)cc2)ccc1OCc1ccc(Cl)cc1,3.3,6.1,-0.7,-0.8,4.3,10.4,4.9,-0.6,-1.0,-25.0
CNc1cc(CSc2ccc(Cl)cc2)nc(C)n1,-11.1,-8.7,-8.0,1.4,0.1,1.0,5.0,0.0,-1.3,-1.0
COc1ccc(C2C(C(=O)N3CCCC3)c3cc(OC)c(OC)cc3C(=O)N2C)cc1 (centres undefined),-2.5,-1.4,-2.7,4.2,2.3,4.2,2.9,0.1,-5.1,8.0

# Part of the list above, showing only PLC-gamma1 inh, DDE Tn7 FP inh and Rev-erbA mod:
SMILES,PLC-gamma1 inh,DDE Tn7 FP inh,Rev-erbA mod
O=C(CSc1nc2ccccc2o1)NCC(=O)c1ccccc1,-3.2,3.2,-1.8
COC(=O)C1=CN(c2c(C)cc(C)cc2C)C(N)=C(C#N)C1c1ccccc1 (centres undefined),-30.8,-1.7,-6.8
COCCCC1CCN(C(=O)C2CCC(=O)N(CCc3ccccc3)C2)CC1 (centres undefined),-0.6,2.1,-2.4
Cc1cccc(N2C(=O)CN=C2Nc2nc(C)cc(C)n2)c1,1.5,-0.3,7.8
CCCCOc1ccc(/C(O)=C2/C(=O)C(=O)N(CCCOC)C2c2ccncc2)cc1 (centres undefined),0.7,6.5,1.5
COc1cc(CNCCc2ccc(S(N)(=O)=O)cc2)ccc1OCc1ccc(Cl)cc1,4.9,-1.0,-0.7

# (further entries)
SMILES,ARFGAP1 inhibitor,ASAP1 GAP inh,Rev-erbA mod,UHRF1 MBD2 ctr,PLCb3 inh,DDE Tn6 FP inh,PLC-gamma1 inh,KLK7 zymogen act,DDE Tn7 FP inh,HGIII-sPLA2 inh
Cc1ccc(-n2[nH]c(C)c(C=Nc3ccc4[nH]c(=O)[nH]c4c3)c2=O)cc1C,4.6,4.5,-3.7,-4.6,-3.2,-14.9,-5.9,179.2*,-4.0,-18.1
Cc1cccn2c(=O)nc(SCC(=O)Nc3ccc4c(c3)OCO4)nc12,4.4,6.7,6.3,2.9,4.5,-2.8,0.5,-0.1,-6.6,0.6
CCN(C(=O)CSc1nnnn1-c1cc(C)ccc1OC)C1CCS(=O)(=O)C1 (centres undefined),3.6,0.0,-1.6,-0.4,3.1,-3.5,1.7,-0.1,-3.9,4.4
CCCC1C(=O)Nc2ccccc2N1C(=O)c1cccc(C)c1 (centres undefined),6.5,-7.9,-0.4,0.0,-5.5,2.8,-0.8,-0.3,2.4,-0.1
Cc1cc(C(=O)CSc2nnc(-c3ccc4c(c3)OCO4)o2)c(C)n1-c1ccc(F)cc1,-3.0,1.7,-0.5,-1.0,3.6,7.4,3.4,-1.1,-5.5,0.0
CC(C)C(CCNCc1ccccn1)c1ccc(Cl)cc1 (centres undefined),-8.2,14.1,4.6,16.7,-0.1,4.5,2.7,-0.1,-4.2,-2.8
CCc1c(C)nc2cc(-c3ccccc3)[nH]n2c1=O,-14.4,0.7,3.3,0.6,-26.5,-3.2,-13.8,-13.1,5.7,5.2
COc1ccc(CNC(=O)c2cc3c(=O)n4ccccc4nc3n(CC3CCCO3)c2=N)cc1 (centres undefined),-8.4,5.3,-1.4,-3.9,-199.7,0.1,-143.8,-0.4,0.5,-0.7
COc1c(F)c(F)cc2c(=O)c(C(=O)O)cn(C3CC3)c12,1.9,-3.2,1.5,-2.0,0.1,1.4,-2.8,0.3,9.3,4.4
COc1ccccc1NC(=O)Cn1c(=O)oc2cc(S(=O)(=O)N3CCCC3)ccc21,5.4,3.2,-8.7,1.4,-2.0,-8.8,-1.2,-0.4,5.8,4.3
CC(NC(=O)CN(c1ccc(Cl)cc1)S(C)(=O)=O)c1ccccc1 (centres undefined),-4.4,6.2,-2.1,0.3,-4.5,2.8,-2.6,0.3,2.3,-5.6
O=C(CSc1nc(-c2ccc(F)cc2)cs1)NC(=O)NCc1ccco1,10.0,0.1,-2.9,2.2,-4.7,-6.4,-2.0,0.1,5.0,-14.4
CC(C)CNc1c(N)c(=O)oc2ccccc12,-2.0,19.0,-3.7,2.4,3.7,3.3,-0.4,-0.6,-4.5,2.1
CN1CCN(/N=C/c2ccc(OCc3ccccc3)cc2)CC1,-5.0,1.1,-3.7,1.9,-9.1,1.1,1.3,0.2,5.1,-5.2
CSCCC(NC(=O)c1ccccc1)C(=O)NCc1ccco1 (centres undefined),-1.4,-3.0,1.7,0.7,-0.1,-7.4,1.3,0.4,-4.9,1.6
COc1ccc(-c2nnc(SCc3nnc(-c4ccccc4)o3)n2C)cc1OC,-0.9,0.8,4.7,-1.3,2.0,3.0,3.0,0.2,-3.1,-0.6
COC(=O)c1cc(S(=O)(=O)NCc2cccc(Br)c2)c[nH]1,3.3,1.1,-5.5,2.5,-2.6,0.7,1.5,0.1,-0.8,1.6
O=C(OCCN1C(=O)c2ccccc2C1=O)C1CCN(S(=O)(=O)c2cccs2)CC1,5.2,5.5,6.7,-1.2,3.3,-7.1,5.4,-0.3,3.9,-3.8
COc1ccc(C(C(=O)NCc2ccccc2)n2c(=O)c(-c3ccco3)nc3ccccc32)cc1 (centres undefined),7.2,2.2,8.3,-5.1,-94.7,-2.3,-74.9,-3.8,7.7,-2.9
COc1ccc(C(=O)N/N=C/c2ccc(OC)c(CN3CCN(c4ccc(F)cc4)CC3)c2)cc1,-8.5,2.5,3.3,0.1,4.3,-3.3,2.5,-0.1,-0.5,3.8
Cc1oc(-c2ccccc2Cl)nc1CN(Cc1ccccn1)C[C@@H]1CCC(=O)N1,3.1,8.2,0.0,1.3,-3.7,-6.3,-3.7,-0.4,-5.6,2.8
O=C(O)C1C2C=CC(C2)C1C(=O)N1CCc2ccccc21 (centres undefined),10.3,-1.6,4.2,-0.8,-3.5,-7.0,-0.9,-0.6,-7.0,-3.3
O=C(c1cccc2c1-c1ccccc1C2)N1CCCCC1,5.1,-2.1,-3.5,5.7,-6.4,-0.3,1.8,0.2,9.4,12.8
Cc1nc(-c2ccc(F)cc2)c(CC(=O)N(C)CC(=O)Nc2c(C)cccc2C)s1,-4.8,-5.7,-2.1,-0.8,0.2,3.4,-1.9,-0.1,-4.7,-2.5
O=C(NCc1ccccc1)C1CCN(S(=O)(=O)c2cccc3cccnc23)CC1,1.6,-9.0,-1.9,-0.2,4.3,2.9,1.9,-0.4,-2.9,5.0
CC(NC(=O)Cn1c(NCCO)nc2ccccc21)c1ccccc1 (centres undefined),0.2,10.1,-3.1,2.1,4.4,-10.8,8.1,0.2,-4.0,2.2
COc1ccc(/C=C/C(=O)c2ccc(C)c([N+](=O)[O-])c2)cc1O,5.7,6.9,-1.7,-2.1,3.3,3.4,1.4,0.1,-1.2,-56.7
O=C1OCCC1Sc1ncnc2sccc12 (centres undefined),9.6,1.4,7.2,1.8,6.7,-1.0,1.9,0.7,-2.5,-0.1
